Compound activity from PubChem.
IMPase Li inh – qHTS Assay for Identifying the Cell-Membrane Permeable IMPase Inhibitors: Potentiation with Lithium; CHO-M1 cells, IP1 TR-FRET (IP-One), carbachol + lithium; Potency, µM (titrated, usually from 59.4 µM), for inactives: at the top dose activity, negative = IMPase inhibition, actives largely listed as inhibitors; actives 0.35% (n = 210,000); AID 1457, 2008;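 further: IP1 builds up when IMPase is blocked and the TR-FRET signal falls; plate controls were basal vehicle for no effect and high inhibitor control for full effect; nearly all actives have a fitted effect of over 50% in size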
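Readout is a homogeneous TR-FRET IP1 immunoassay (Ex 320, Em 665 and 620), where raised cytosolic IP1 lowers signal. Cells were CHO-M1 treated 30 min at 37C with test compounds plus a little lithium; AC50 values came from Hill-equation fitting.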
JMJD2E inh – qHTS Assay for Inhibitors of Human Jumonji Domain Containing 2E (JMJD2E) | Lysine-specific demethylase 4E (Homo sapiens), B2RXH2 | JMJD2E catalytic domain, FDH-coupled NADH fluorescence (FDH is formaldehyde dehydrogenase) | Potency, µM (series often up to 57.1 µM), without a hit: at the top dose activity change, negative = inhibition, most hits filed as inhibitors | actives 1.6% (n = 230,000) | AID 2147, 2009; active means well fitted inhibition curve with a large enough effect, not every such curve was filed as active; inconclusive means small, poorly fitted or top-dose-only effect, or another doubt; inactive means no such curve, though single readings can be large or run the other way;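 further: 0% = wells with enzyme and -100% = buffer wells without enzyme; nearly all actives have a fitted effect of over 50% in size; many of its hits are not listed in these tables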
Target sequence (B2RXH2 1-337 limits assumed): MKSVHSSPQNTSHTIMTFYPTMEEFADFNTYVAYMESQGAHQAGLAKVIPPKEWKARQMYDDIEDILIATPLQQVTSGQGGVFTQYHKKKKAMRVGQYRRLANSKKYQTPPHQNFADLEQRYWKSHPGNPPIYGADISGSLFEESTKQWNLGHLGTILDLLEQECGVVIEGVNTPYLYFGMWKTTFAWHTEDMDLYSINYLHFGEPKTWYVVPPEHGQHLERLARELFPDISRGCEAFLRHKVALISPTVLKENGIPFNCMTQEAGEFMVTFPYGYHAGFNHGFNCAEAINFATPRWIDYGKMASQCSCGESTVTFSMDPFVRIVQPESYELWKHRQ
Epigenetic reg – Quantitative High-Throughput Screen for Regulators of Epigenetic Control; actives 0.2% (n = 280,000); Potency, µM (series often up to 53.9 µM), for inactives: top-dose GFP activation, usual class: activators; murine LDR cells, GFP reporter derepression, 30 h; further: % of control where 0% means no effect; nearly all actives have a fitted effect of over 60% in size
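Murine LDR cells carrying a silenced, genomically integrated CMV-driven GFP reporter were exposed to compound for 30 hours at 37 C. After PBS washes, GFP-positive cells (20–120 um objects) were counted by laser-scanning microplate cytometry.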
RECQ1 inh – qHTS Assay for Inhibitors of RecQ-Like Dna Helicase 1 (RECQ1); ATP-dependent DNA helicase Q1 (Homo sapiens), P46063; RECQ1 DNA unwinding, red fluorescence kinetic read; Potency, µM (titrated, usually from 57.3 µM), for the others: at the highest dose activity, negative = inhibition, most hits filed as inhibitors; actives 0.54% (n = 240,000); AID 2549, 2010;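 further: plate controls were vehicle for no effect and no enzyme for full effect; nearly all actives have a fitted effect of over 30% in size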
Target sequence (P46063 whole entry, looked up): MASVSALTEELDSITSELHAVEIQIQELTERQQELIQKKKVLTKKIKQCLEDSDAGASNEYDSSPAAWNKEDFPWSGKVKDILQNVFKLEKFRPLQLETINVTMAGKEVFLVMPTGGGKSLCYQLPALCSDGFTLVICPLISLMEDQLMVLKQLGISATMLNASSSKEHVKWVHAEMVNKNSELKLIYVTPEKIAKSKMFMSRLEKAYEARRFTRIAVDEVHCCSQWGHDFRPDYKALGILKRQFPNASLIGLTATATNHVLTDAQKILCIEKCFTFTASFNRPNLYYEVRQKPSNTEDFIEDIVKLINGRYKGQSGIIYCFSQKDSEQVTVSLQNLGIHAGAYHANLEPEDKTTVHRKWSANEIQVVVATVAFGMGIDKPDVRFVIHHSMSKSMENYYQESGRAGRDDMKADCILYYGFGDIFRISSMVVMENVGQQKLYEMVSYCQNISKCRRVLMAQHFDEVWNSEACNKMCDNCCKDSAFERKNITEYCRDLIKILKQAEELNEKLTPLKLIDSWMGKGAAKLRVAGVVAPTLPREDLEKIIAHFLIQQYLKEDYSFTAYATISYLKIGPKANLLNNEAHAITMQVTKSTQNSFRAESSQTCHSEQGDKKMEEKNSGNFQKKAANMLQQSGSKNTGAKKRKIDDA
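RECQ1T1 50 nM; forked duplex (20 bp + 30-nt ss tails) 200 nM, ATP 2 mM final; pH 8.0, 2 mM MgCl2, 2.5 ug/ml poly(dI-dC); 15 min compound preincubation; discontinuous kinetic read over 2 h at RT.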
SMN2 splice enh – qHTS Assay for Enhancers of SMN2 Splice Variant Expression. Potency, µM (doses to about 46.1 µM), inactives show at the highest dose activity change, positive = activation, hits mostly activators. actives 2.8% (n = 210,000). AID 1458, 2008. HEK293 SMN2-luciferase splicing reporter, luminescence, 30-36 h; further: % of control where 0% means no effect; nearly all actives have a fitted effect of over 55% in size
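qHTS luciferase splicing reporter: luminescence rises when SMN2 exon 7 is included in transfected HEK293 cells. Compound exposure lasted 30-36 h at 37C, with 4.5 mM final sodium butyrate as control, followed by a ONE-Glo read.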
RGS12 GoLoco inh – qHTS Assay for Inhibitors of RGS12 GoLoco Motif Activity (Red Fluorophore); actives 0.44% (n = 230,000); Guanine nucleotide-binding protein G(i) subunit alpha-1 (Homo sapiens), P63096; Potency, µM (doses to about 61.6 µM), without a hit: at the highest dose activity, negative = inhibition, hits mostly inhibitors; Gai1:RGS12 GoLoco peptide FP, rhodamine, 10 min; AID 880, 2007; active means well fitted inhibition curve with a large enough effect, not every such curve was filed as active; inactive means no such curve, though single readings can be large or run the other way; further: on the % scale 0 is the no-effect control and ±100 the full control effect; nearly all actives have a fitted effect of over 30% in size; many of its hits are not listed in these tables
Luc counter – Counterscreen for Luciferase (Kinase-Glo TM) Inhibition; Kinase-Glo luciferase, ATP luminescence, 8 min; Luciferin 4-monooxygenase (Photuris pensylvanica), Q27757; Potency, µM (highest dose often 38.3 µM), for the others: at the top dose activity change, negative = inhibition, usual class: inhibitors; actives 0.28% (n = 200,000); further: on the % scale 0 is the no-effect control and ±100 the full control effect; nearly all actives have a fitted effect of over 60% in size
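Substrate mix (final 50 mM imidazole pH 7.2, 50 mM KCl, 7 mM MgCl2, 10 uM ATP, 0.01% Tween 20, 0.05% BSA) plus pin-tool compound, then Kinase-Glo detection mix; 8 min ambient, luminescence read.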
NPSR antagonist – qHTS Assay for Antagonists of the Neuropeptide S Receptor: cAMP Signal Transduction | Q6W5P4 | CHO-NPSR cells, cAMP TR-FRET, antagonist mode | Potency, µM (titrated, usually from 38.3 µM), for inactives: at the highest dose activity change, negative = inhibition, hits mostly inhibitors | actives 1% (n = 220,000); further: on the % scale 0 is the no-effect control and ±100 the full control effect; nearly all actives have a fitted effect of over 50% in size; many of its hits are not listed in these tables
The depositor's hits bear a star; i = inactive; ? = inconclusive; . = no result given; [ ] = dose if it differs, or a comment. Unless noted, the call rests on the fitted dose curve; in most records, active means well fitted curve in the direction sought with a large enough effect; inconclusive means small, poorly fitted or top-dose-only effect, or another doubt; inactive means no such curve, though single readings can be large; an effect the other way counts as inactive or inconclusive. Potency means the concentration at half of the fitted maximal effect. A portion of the library. The share of hits here may be higher or lower than overall.

compound,Epigenetic reg,NPSR antagonist,RECQ1 inh,Luc counter,JMJD2E inh,IMPase Li inh,SMN2 splice enh,RGS12 GoLoco inh
CC(NC(=O)CCNS(=O)(=O)c1ccc2c(c1)c(=O)n(C)c(=O)n2C)c1ccccc1 (stereo unspecified),-1.2%,-22%[46.1 µM],0%,1%,-4%,5%[38.3 µM],-21%,0%
COc1ccc(C2CC(=O)N(CCCN(C)CCc3ccc(OC)c(OC)c3)C2)cc1 (stereo unspecified),6.0%,11%,2%,8%,?,13%,-7%,-32%
CC(=O)Nc1ccc(SCC(=O)c2cc(C)n(C)c2C)cc1,1.3%,-11%[46.1 µM],-3%,1%,6%,-7%[38.3 µM],-2%,9%
CC(C)c1ccccc1NC(=O)C1CN(S(=O)(=O)c2ccccc2)CCN1S(=O)(=O)c1ccccc1 (stereo unspecified),-1.1%,-24%,-5%,5%,-3%,3%,3%,13%
CCN(CC)CCN1C(=O)C2C3c4ccccc4C(c4ccccc43)C2C1=O (stereo unspecified),1.0%,3%[46.1 µM],i,-4%,2%,33%[activator][38.3 µM],24%,-7%
CCOc1ccc(-c2nnc(-c3ccco3)o2)cc1,-0.9%,-15%[46.1 µM],-3%,-20%,?,-8%,1.1µM*,4%
Cc1ccc(/C=N/c2sc3c(c2C#N)CCCCC3)o1,0.0%,7%[46.1 µM],i,?,2%,1%[38.3 µM],-32%[inhibitor],7%
O=c1cc(/N=C/c2coc3c(ccc4ccccc43)c2=O)[nH]c(=S)[nH]1,-1.3%,-2%,0%,-2%,-9%,2%,-1%,3%
Cc1ccccc1NC(=S)N1CCC(NC(=O)c2ccco2)CC1,0.1%,3%,-7%,2%,8%,-4%,0%,-1%
CCc1ccc(OCc2nnc(SCCN3CCOCC3)n2CC)cc1,-6.3%,-7%[46.1 µM],i,11%,?,2%[38.3 µM],-17%,3%
CC(C)c1nc(NCc2ccccc2)c(C#N)c2c1CCCC2,-1.2%,?,-12%,-1%,?,14%[38.3 µM],-23%,-1%
c1ccc2cc(CSCc3nc4ccccc4[nH]3)ccc2c1,-0.8%,-15%,-12%,0%,0%,9%,-43%[inhibitor],5%
Cc1cc(OCC(=O)N2CCCC2)cc(C)c1Cl,-1.1%,4%[46.1 µM],1%,0%,3%,7%[38.3 µM],-10%,-35%
CCOc1ccc2nc(SC3CC(=O)N(c4cccc(OC)c4)C3=O)sc2c1 (stereo unspecified),3.0%,?,-7%,-1%,-18%,11%,?,8%
COc1cc(/C(C#N)=C/c2ccccc2)c([N+](=O)[O-])cc1OC,2.3%,-17%[46.1 µM],-1%,1%,3%,12%,-7%,4%
COc1ccc(OCCOC(=O)c2cccc(-n3cnnn3)c2)cc1,-2.2%,21%[46.1 µM],-1%,1%,1%,4%,?,1%
CCc1nnc(NS(=O)(=O)c2ccc(NC(=O)c3cc(Cl)ccc3Cl)cc2)s1,-2.0%[10.1 µM],-9%,i,1%,0%,0%,3%,9%
CC(C)(C)C(=O)/C=C(\N)c1ccncc1,-1.6%,-7%[46.1 µM],-8%,-4%,-3%,5%[38.3 µM],-3%,-4%
O=C(c1ccccc1F)N1CCN(c2ccc([N+](=O)[O-])c3ncccc23)CC1,-0.9%,0%,-2%,0%,3%,6%,-34%[inhibitor],2%
CC(=O)N1CCN(S(=O)(=O)c2ccc(S(=O)(=O)NC3CC3)cc2)CC1,0.9%,-2%[46.1 µM],-15%,-5%,0%,30%[activator][38.3 µM],17%,-8%
CC1(/[N+]([O-])=C\c2ccccc2F)CCCCC1=O (stereo unspecified),-3.0%,15%,8%,.,1%,.,.,0%
OCCN1CCN(CC(O)COc2ccc3ccccc3c2)CC1 (stereo unspecified),-2.0%,-12%[46.1 µM],4%,1%,?,9%[38.3 µM],2%,-5%
O=C(NCc1nc2ccccc2[nH]1)C1=C[C@@H](c2ccc(Br)cc2)C[C@@H](OCCCCO)O1,-0.5%,?,-22%,.,-10%,6%,.,5%
CNC(=O)Cn1c(=O)n(C)c2ccccc21,0.0%,-12%[46.1 µM],-10%,0%,8%,17%[38.3 µM],-1%,0%
Cc1c(C)n(CC(O)CN2CCCCC2)c2ccccc12 (stereo unspecified),-1.1%,-14%[46.1 µM],-9%,1%,?,-12%[38.3 µM],-19%,-14%
Cc1ccc(C(c2nnnn2CS(=O)(=O)c2ccc(C)cc2)N2CCC(C(N)=O)CC2)cc1 (stereo unspecified),-4.0%,-12%[46.1 µM],-4%,0%,0%,2%[38.3 µM],2%,-4%
CC(C)CN(CC(C)C)C(=O)Nc1ccc(F)cc1F,1.3%,12%,-9%,.,-11%,.,.,2%
Cn1c(=O)c(=O)n(C)c2cc(S(=O)(=O)N3CCCCCC3)ccc21,3.9%,-14%[46.1 µM],i,-3%,-2%,?,21%,6%
CN(Cc1cc2ccccc2[nH]c1=O)C(=O)C1CCCCC1,2.6%,-6%[46.1 µM],-14%,-1%,?,-14%[38.3 µM],-18%,0%
CCCCCCC(=O)Oc1ccc(N2C(=O)CCC2=O)cc1,0.0%,3%,-4%,5%,5%,-15%,?,-1%
CS(=O)(=O)c1ccc2nc(NC(=O)c3ccc(Cl)nc3)sc2c1,0.9%,-26%,i,-2%,-13%,-6%,13%,6%
Cc1ccc(CNC(=O)CN(Cc2ccccc2)S(C)(=O)=O)cc1,1.2%,-8%[46.1 µM],-4%,-2%,5%,6%,-4%,3%
Cc1c(-n2c(=S)[nH]c3ccccc3c2=O)c(=O)n(-c2ccccc2)n1C,3.1%,-4%[46.1 µM],-4%,-7%,-1%,0%[38.3 µM],-16%,-8%
COc1ccc(C2SCCN2S(=O)(=O)c2ccccc2)cc1 (stereo unspecified),0.1%,13%,-8%,-4%,-11%,19%,.,-5%
COCCN1CN=C(Nc2nc3ccccc3o2)NC1,-0.9%,-5%[46.1 µM],i,-4%,-6%,-6%[38.3 µM],19%,358%[activator]
O=C(O)CCSc1nc(C(F)(F)F)cc(=O)n1-c1ccccc1,0.6%,-3%[46.1 µM],-8%,4%,6%,-4%[38.3 µM],6%,6%
CCOC(=O)Cc1csc(NC(=O)CSc2nc3sc(C(=O)O)c(C)c3c(=O)[nH]2)n1,1.6%,-5%[46.1 µM],i,-1%,-7%,21%[38.3 µM],-2%,-16%
Cc1ccc(S(=O)(=O)Nc2nc3ccccc3s2)cc1[N+](=O)[O-],3.0%,15%,-1%,2%,-4%,4%,.,-1%
O=C(O)C1(C(=O)O)CCN(S(=O)(=O)c2ccccc2)CC1,.,.,.,1%[7.66 µM],.,-7%,-2%[9.22 µM],-1%[14.2 µM]
Cc1ccc(S(=O)(=O)c2cc3ccccc3oc2=O)cc1,-2.6%,?,-15%,0%,?,?,-7%,-2%
COc1ccc(NC(=O)CSc2nc(-c3ccc(C)cc3)cc(C(F)(F)F)c2C#N)cc1,?,?,-7%,3%,-2%,?,13%,10%
COc1cc(NC(=O)C2CCCN(S(=O)(=O)c3cnc[nH]3)C2)cc(OC)c1 (stereo unspecified),-1.2%,4%[46.1 µM],-4%,17%,-9%,-7%[38.3 µM],-33%[inhibitor],4%
Cn1c(Sc2nc3ccccc3n2C)nc2ccccc21,0.0%,7%[46.1 µM],0%,0%,4%,3%[38.3 µM],14%,8%
O=C(Nc1ccccc1F)C1C2C=CC3(O2)C1C(=O)N(c1cccnc1)C3C(=O)NC1CCCCC1 (stereo unspecified),0.3%,3%[46.1 µM],-6%,1%,-16%,1%[38.3 µM],-10%,-13%
CC(C)Sc1nc2ccsc2c(=O)[nH]1,7.9%,-4%,-2%,0%,2%,-1%,12%,5%
CCCCCCCCCCCCCCCC[N+](C)(C)CCN(Cc1ccc(OC)cc1)c1ncccn1,1.1%[16.9 µM],.,i,0%[17.1 µM],-3%[25.5 µM],12%,5%[20.6 µM],2%[21.6 µM]
O=C(O)C1CCCCC1C(=O)Nc1ccc2c(c1)CCC2 (stereo unspecified),0.0%,-8%[46.1 µM],-2%,1%,5%,11%[38.3 µM],.,-3%
COc1ccc(/C=N/Nc2ccccn2)cc1O,0.1%,-16%,-15%,.,1%,.,.,-6%
CCN(CC)CCSc1nnc(Nc2ccccc2)n1-c1ccccc1,2.0%,17%,-15%,2%,3%,14%,11%,4%
O=C(O)c1cc2nc(-c3ccccc3)cc(-c3ccccc3)n2n1,2.5%,49%,19%,1%,?,-19%,.,4%
COc1ccc(CCNC(=O)Cn2nc([N+](=O)[O-])c(Br)c2C)cc1OC,-0.9%,-2%,-6%,2%,-4%,1%,17%,6%
Cc1ccc2c(c1)NC(=O)c1cc([N+](=O)[O-])ccc1O2,2.3%,5%,3%,0%,9%,-12%,-24%,6%
NCC1OC(OC2C(N)CC(N)[C@@H](O)[C@@H]2OC2O[C@H](CO)[C@@H](O[C@@H]3OC(CN)C(O)C(O)C3N)C2O)C(N)C(O)C1O (stereo partly specified),0.0%,.,-10%,-4%,7%,7%,-11%,2%
O=C(Nc1ncccn1)c1ccc(C(F)(F)F)cc1,1.1%,-3%,1%,-14%,-7%,-5%,-1%,-1%
